IDH1 R132H inh = blocks human IDH1 R132H reductase activity; O75874; diaphorase/resazurin fluorescence, 60 min; inhibition, % at 10 µM; 70,000 compounds, 0.18% hits; AID 624101; in the data active = inhibition above about 34%;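 note: 0% = DMSO and 100% = no enzyme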
PRC2 inh = EZH2 (human) methyltransferase inhibition. Q15910. PRC2 H3K27 methylation, DELFIA TRF, 1 h. inhibition, % at 12.5 µM. 57,000 compounds, 0.35% hits;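 active = mean inhibition of replicates at least 50% and every single replicate also reaching 50%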;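 note: dimethyl H3K27 on biotinylated H3 21-44 peptide detected by antibody; plate controls were median neutral control wells for no effect and median positive control wells for full effect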
Target sequence (Q15910 whole entry, looked up): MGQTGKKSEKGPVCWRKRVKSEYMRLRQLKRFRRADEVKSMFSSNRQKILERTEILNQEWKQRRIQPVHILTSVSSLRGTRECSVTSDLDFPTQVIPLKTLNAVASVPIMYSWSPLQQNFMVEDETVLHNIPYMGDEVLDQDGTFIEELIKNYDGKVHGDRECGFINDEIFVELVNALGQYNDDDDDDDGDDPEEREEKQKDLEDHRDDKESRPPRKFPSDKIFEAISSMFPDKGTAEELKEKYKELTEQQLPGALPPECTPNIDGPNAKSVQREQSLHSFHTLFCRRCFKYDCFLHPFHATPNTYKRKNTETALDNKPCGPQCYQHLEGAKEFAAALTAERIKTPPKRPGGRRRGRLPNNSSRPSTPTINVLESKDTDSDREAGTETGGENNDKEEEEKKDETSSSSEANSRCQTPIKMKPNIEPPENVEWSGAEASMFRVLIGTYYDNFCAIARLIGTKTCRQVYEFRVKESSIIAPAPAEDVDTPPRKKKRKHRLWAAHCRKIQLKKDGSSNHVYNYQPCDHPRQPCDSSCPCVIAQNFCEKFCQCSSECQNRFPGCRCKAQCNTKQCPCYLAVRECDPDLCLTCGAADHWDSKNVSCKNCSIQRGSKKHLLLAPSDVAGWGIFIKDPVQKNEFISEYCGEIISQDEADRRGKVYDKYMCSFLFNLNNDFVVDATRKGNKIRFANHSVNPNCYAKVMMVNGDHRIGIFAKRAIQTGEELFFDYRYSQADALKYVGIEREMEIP
Numbers without * were called inactive; nt = not tested or not shown.

The first 5 records as a preview:
SMILES | IDH1 R132H inh | PRC2 inh
C[C@@H]1CN([C@H](C)CO)C(=O)c2cc(-c3cccc(F)c3)cnc2O[C@H]1CN(C)Cc1ccccn1 | 0.6 | 8.2
C[C@@H]1CN([C@H](C)CO)C(=O)c2cc(C#CC(C)(C)O)cnc2O[C@H]1CN(C)C(=O)C1CC1 | nt | 10.4
Cc1ccc(N2CC(C(=O)Nc3ccc(S(=O)(=O)NCC4CCCO4)cc3)CC2=O)cc1 (stereo unspecified) | -0.2 | -7.6
CCC(=O)N[C@@H]1CC[C@H](CC(=O)NCCN2CCCCC2)O[C@H]1CO | 0.3 | 9.2
CO[C@@H]1CN(C)C(=O)c2cc(NC(=O)C3CCC3)ccc2OC[C@H](C)N(CC2CCCCC2)C[C@@H]1C | 0.1 | -14.2

Results (from the top)
SMILES | IDH1 R132H inh | PRC2 inh
C[C@@H]1CN([C@H](C)CO)C(=O)c2cc(-c3cccc(F)c3)cnc2O[C@H]1CN(C)Cc1ccccn1 | 0.6 | 8.2
C[C@@H]1CN([C@H](C)CO)C(=O)c2cc(C#CC(C)(C)O)cnc2O[C@H]1CN(C)C(=O)C1CC1 | nt | 10.4
Cc1ccc(N2CC(C(=O)Nc3ccc(S(=O)(=O)NCC4CCCO4)cc3)CC2=O)cc1 (stereo unspecified) | -0.2 | -7.6
CCC(=O)N[C@@H]1CC[C@H](CC(=O)NCCN2CCCCC2)O[C@H]1CO | 0.3 | 9.2
CO[C@@H]1CN(C)C(=O)c2cc(NC(=O)C3CCC3)ccc2OC[C@H](C)N(CC2CCCCC2)C[C@@H]1C | 0.1 | -14.2
CC(=O)OCO/N=[N+](\[O-])N1CCCC1 | nt | 6.4
C[C@H]1CN([C@@H](C)CO)S(=O)(=O)c2ccc(C3=CCCC3)cc2O[C@H]1CN(C)Cc1cccnc1 | 15.4 | nt
COCCOC(=O)N1C(=O)[C@@]2(c3cc(C#CCC(C(=O)OC)C(=O)OC)ccc31)[C@H](C(=O)N1CCN(c3ncccn3)CC1)[C@H]1C(=O)O[C@H](c3ccccc3)[C@H](c3ccccc3)N1[C@@H]2c1ccc(O)cc1 | 0.2 | -8.4
COc1ccc(NC(=O)Nc2ccc3c(c2)C(=O)N([C@H](C)CO)C[C@@H](C)[C@@H](CN(C)CC2CCCCC2)O3)cc1 | 0.1 | 2.5
O=C(NCCN1CCOCC1)c1cccc(S(=O)(=O)N2CCCCCC2)c1 | -0.2 | 1.3
O=C(OCc1cccc(O)c1O[C@@H]1O[C@H](CO)[C@@H](O)[C@H](O)[C@H]1O)C1(O)C(=O)C2C3C4C5C(C(=O)C(O)(C(=O)OCc6cccc(O)c6O[C@@H]6O[C@H](CO)[C@@H](O)[C@H](O)[C@H]6O)C2C53)C41 (stereo partly specified) | -0.6 | nt
CO[C@@H]1CN(C)C(=O)c2cc(NC(=O)NC3CCCCC3)ccc2OC[C@H](C)NC[C@@H]1C | 0.1 | -12.7
CC(C)NC(=O)N(C)C[C@H]1Oc2ccc(NC(=O)NC3CCCCC3)cc2C(=O)N([C@@H](C)CO)C[C@H]1C | 0.4 | nt
COc1ccc(-n2c(SCC(=O)Nc3ccccc3OC)nc3sc4c(c3c2=O)CCCC4)cc1 | 0.3 | -11.7
COc1ccccc1S(=O)(=O)N[C@H]1C=C[C@@H](CC(=O)N2CCOCC2)O[C@@H]1CO | -0.2 | -4.6
CO[C@H]1CN(C)C(=O)c2ccc(NC(=O)C3CC3)cc2OC[C@H](C)N(CC2CC2)C[C@@H]1C | 0.1 | 15.2
COc1ccc(NC(=O)Nc2ccc3c(c2)C(=O)N([C@H](C)CO)C[C@@H](C)[C@H](CN(C)C(=O)C2CCCCC2)OCCCC[C@@H](C)O3)cc1 | -0.3 | nt
C[C@@H]1CN([C@@H](C)CO)C(=O)c2cc(NC(=O)Cc3cn(C)c4ccccc34)ccc2O[C@H]1CN(C)Cc1ccc(C(=O)Nc2ccccc2N)cc1 | nt | -10.3
Cc1noc(C)c1NC(=O)Nc1ccc2c(c1)C(=O)N([C@@H](C)CO)C[C@@H](C)[C@H](CN(C)C(=O)Nc1ccc(F)cc1)O2 | 2.5 | nt
COc1ccc(CNC(=O)C[C@H]2CC[C@H](NC(=O)CN(C)C)[C@H](CO)O2)cc1 | -0.1 | 9.9
CO[C@@H]1CN(C)C(=O)c2cc(NC(=O)C3CC3)ccc2OC[C@H](C)N(C(=O)c2ccccc2)C[C@@H]1C | 0.2 | -1.1
Cc1ccc(S(=O)(=O)N(C)C[C@H]2Oc3ccc(NC(=O)Nc4ccccc4)cc3C(=O)N([C@H](C)CO)C[C@H]2C)cc1 | 3.0 | nt
CC(C)Cc1nc(SCC(=O)Nc2ccc3ccccc3c2)n[nH]1 | -0.6 | -10.6
Cc1ccc(-c2ccc3c(c2)O[C@@H](CN(C)C(=O)CN(C)C)[C@@H](C)CN([C@@H](C)CO)S3(=O)=O)cc1 | -2.3 | -7.7
CCCC#Cc1cnc2c(c1)C(=O)N([C@@H](C)CO)C[C@@H](C)[C@@H](CN(C)C(=O)Cc1ccncc1)O2 | -0.5 | -9.1

Reprinted at random: 2 compounds from above.
SMILES | IDH1 R132H inh | PRC2 inh
COc1ccc(NC(=O)Nc2ccc3c(c2)C(=O)N([C@H](C)CO)C[C@@H](C)[C@@H](CN(C)CC2CCCCC2)O3)cc1 | 0.1 | 2.5
C[C@@H]1CN([C@@H](C)CO)C(=O)c2cc(NC(=O)Cc3cn(C)c4ccccc34)ccc2O[C@H]1CN(C)Cc1ccc(C(=O)Nc2ccccc2N)cc1 | nt | -10.3

Next structures follow:
SMILES | IDH1 R132H inh | PRC2 inh
Cc1noc(C)c1NC(=O)Nc1ccc2c(c1)C(=O)N([C@H](C)CO)C[C@H](C)[C@@H](CN(C)Cc1ccc(C(=O)Nc3ccccc3N)cc1)O2 | 0.2 | 2.6
Cc1ccc(OCCCn2c(CO)nc3ccccc32)cc1 | -0.5 | -5.6
COc1ccc(NC(=O)Nc2ccc3c(c2)CC(=O)N([C@@H](C)CO)C[C@@H](C)[C@H](CN(C)S(=O)(=O)c2ccc(Cl)cc2)O3)cc1 | 0.0 | nt
C[C@@H]1CN([C@@H](C)CO)C(=O)Cc2cc(NC(=O)C3CC3)ccc2O[C@@H]1CN(C)Cc1ccc(-c2ccccc2)cc1 | 2.8 | 2.0
CCn1c(SCC(=O)c2c[nH]c3ccccc23)nnc1-c1cccs1 | -0.1 | 15.4
CCc1ccccc1NC(=O)CSc1ncnc2sc(C)c(C)c12 | 0.4 | -4.6
C[C@@H]1CN([C@H](C)CO)C(=O)c2cc(NC(=O)CCN3CCOCC3)ccc2O[C@H]1CN(C)CC1CCCCC1 | 1.4 | 8.5
N#C[C@H]1[C@@H](c2ccc(C#CC3CCCC3)cc2)[C@@H](CO)N1S(=O)(=O)Cc1ccccc1 | -0.4 | nt
CC(C)NC(=O)Nc1ccc2c(c1)C(=O)N([C@H](C)CO)C[C@@H](C)[C@@H](CN(C)C(=O)Cc1ccccc1)OCCCC[C@H](C)O2 | 2.4 | -18.0
O=S(=O)(N[C@H]1CC[C@@H](CCn2cc(-c3ccccn3)nn2)O[C@@H]1CO)c1cccc(F)c1 | -0.6 | 1.5
O=C1c2oc3ccccc3c(=O)c2C(c2ccc([N+](=O)[O-])cc2)N1CCCO (stereo unspecified) | 1.0 | -15.2
COc1cccc(-c2cn(CC[C@@H]3CC[C@@H](NC(=O)CC4CC4)[C@@H](CO)O3)nn2)c1 | -0.6 | 4.5
C[C@@H]1CN([C@@H](C)CO)C(=O)Cc2cc(NC(=O)Cn3cnnn3)ccc2O[C@H]1CN(C)S(=O)(=O)c1ccc(F)cc1 | 1.3 | nt
Cc1ccc([N+](=O)[O-])cc1S(=O)(=O)NCc1cccnc1 | 0.3 | -12.4
C[C@H]1CN([C@@H](C)CO)C(=O)c2cccc(NC(=O)c3ccc(-c4nccs4)cc3)c2O[C@H]1CN(C)C(=O)NC1CCCCC1 | -0.8 | nt
C[C@H](CO)N1C[C@H](C)[C@@H](CN(C)C(=O)Nc2cc(F)ccc2F)Oc2cc(/C=C/c3ccccc3)ccc2S1(=O)=O | 0.3 | -23.5
CC12CCC3c4ccc(O)cc4CC(CCCCCCCCCS(=O)CCCC(F)(F)C(F)(F)F)C3C1CCC2O (stereo unspecified) | 0.0 | nt
CO[C@@H]1CN(C)C(=O)c2cc(NC(=O)Nc3cc(F)ccc3F)ccc2OC[C@H](C)N(C)C[C@H]1C | -0.3 | -7.0
C[C@@H]1CN([C@@H](C)CO)C(=O)c2cc(NC(=O)Nc3ccc(F)cc3)ccc2O[C@H]1CN(C)C(=O)Nc1cccc2ccccc12 | -1.9 | nt
Cc1noc(C)c1S(=O)(=O)Nc1ccc2c(c1)CC(=O)N([C@@H](C)CO)C[C@@H](C)[C@@H](CN(C)Cc1ccncc1)O2 | 6.8 | nt
C[C@@H]1CN([C@H](C)CO)C(=O)Cc2cc(NC(=O)C3CC3)ccc2O[C@H]1CN(C)Cc1ccc(C(=O)Nc2ccccc2N)cc1 | nt | -13.1
CO[C@@H]1CN(C)C(=O)c2cc(NS(C)(=O)=O)ccc2OC[C@@H](C)N(C(=O)c2ccc3c(c2)OCO3)C[C@@H]1C | -0.1 | 2.8
COC(=O)C[C@@H]1C[C@@H]2c3cc(NC(=O)CN(C)C)ccc3O[C@@H]2[C@H](CO)O1 | -0.2 | -5.9
COc1ccccc1NC(=O)C1=C(C)Nc2nnnn2C1c1ccccc1OC (stereo unspecified) | -0.2 | -2.0
CCC(=O)Nc1ccc2c(c1)C(=O)N(C)C[C@H](OC)[C@H](C)CN(C(C)=O)[C@H](C)CO2 | 0.1 | -7.9

The list continues.
SMILES | IDH1 R132H inh | PRC2 inh
CNC[C@H]1Oc2c(NC(=O)Nc3c(C)noc3C)cccc2C(=O)N([C@H](C)CO)C[C@@H]1C | 1.1 | 15.7
COc1ccc(NC(=O)Nc2ccc3c(c2)C(=O)N([C@H](C)CO)C[C@H](C)[C@@H](CN(C)C)OCCCC[C@@H](C)O3)cc1 | 0.7 | 3.8
CO[C@@H]1CN(C)C(=O)c2cc(NC(C)=O)ccc2OC[C@H](C)N(S(C)(=O)=O)C[C@H]1C | 0.1 | 7.9
CO[C@@H]1CN(C)C(=O)c2cc(NS(=O)(=O)c3ccc(C)cc3)ccc2OC[C@H](C)NC[C@H]1C | 0.2 | 12.3
C[C@@H]1CN([C@@H](C)CO)C(=O)c2cc(NS(=O)(=O)c3cn(C)cn3)ccc2O[C@H]1CN(C)Cc1ccc(C(=O)Nc2ccccc2N)cc1 | nt | -5.3
C[C@@H]1O[C@@H](Oc2cc(O)c3c(=O)c(O[C@@H]4O[C@@H](C)[C@H](O)[C@@H](O[C@@H]5OC[C@@H](O)[C@H](O)[C@H]5O)[C@H]4O[C@@H]4O[C@H](CO)[C@@H](O)[C@H](O)[C@H]4O)c(-c4ccc(O)c(O)c4)oc3c2)[C@H](O)[C@H](O)[C@H]1O | -1.4 | nt
CCCN1C[C@@H](C)[C@H](OC)CN(C)C(=O)c2cc(NC(=O)c3cccc(OC)c3)ccc2OC[C@@H]1C | -0.6 | -5.0
C[C@@H](NC(=O)C[C@H]1C[C@@H]2c3cc(NC(=O)C4CCOCC4)ccc3O[C@@H]2[C@@H](CO)O1)c1ccccc1 | 0.1 | 3.5
COc1ccccc1CC(=O)Nc1cc(OC)c(OC)cc1C(=O)O | -1.4 | 3.8
C[C@H]1CN([C@@H](C)CO)C(=O)c2cc(/C=C/c3ccccc3)cnc2O[C@@H]1CN(C)S(=O)(=O)c1cccs1 | -1.4 | 35.8
COc1ccc(S(=O)(=O)Nc2ccc3c(c2)C(=O)N([C@H](C)CO)C[C@H](C)[C@@H](CN(C)S(=O)(=O)c2ccc(C)cc2)O3)cc1 | 0.6 | nt
C[C@H]1CN([C@@H](C)CO)C(=O)c2cc(NC(=O)NC3CCCCC3)ccc2O[C@H]1CN(C)C(=O)Nc1ccc(F)cc1 | 1.8 | -13.6
CC(C)NC(=O)Nc1ccc2c(c1)C(=O)N([C@H](C)CO)C[C@H](C)[C@@H](CN(C)S(=O)(=O)c1cccs1)O2 | -0.4 | nt
C[C@@H]1CN([C@@H](C)CO)C(=O)Cc2cc(NC(=O)CCCN(C)C)ccc2O[C@H]1CN(C)Cc1ccc(C(F)(F)F)cc1 | 0.2 | -28.4
COc1ccccc1-c1cn(CC[C@@H]2CC[C@@H](NC(=O)CCN3CCCCC3)[C@@H](CO)O2)nn1 | 0.0 | -10.0
CC(C)C#Cc1ccc2c(c1)O[C@H](CN(C)C(=O)C1CCC1)[C@H](C)CN([C@@H](C)CO)S2(=O)=O | nt | 8.7
N#Cc1cc2c(nc1SCC(=O)Nc1ccc(Cl)cc1)CCCCCC2 | 0.0 | 6.6
COc1ccccc1OCC(=O)Nc1c[nH]c(=O)[nH]c1=O | -0.7 | nt
CCCC#Cc1cnc2c(c1)C(=O)N([C@@H](C)CO)C[C@@H](C)[C@H](CN(C)Cc1cccnc1)O2 | 2.4 | 6.9
COCC(=O)Nc1ccc2c(c1)C(=O)N(C)C[C@H](OC)[C@H](C)CN(Cc1ccccc1OC)[C@@H](C)CO2 | -0.1 | 0.6
CC1(C)[C@H]2CC=C(/C=N\NC(=O)c3ccc(C(=O)NO)cc3)[C@@H]1C2 | -0.3 | -1.0
C[C@H]1CN([C@@H](C)CO)C(=O)CCCn2nncc2CO[C@H]1CN(C)Cc1ccc2c(c1)OCCN2C | 2.8 | -11.8
CC1=C(C#N)C(C(F)(F)F)(C(F)(F)F)N=C(c2ccncc2)N1 | 8.3 | 1.2
CCC(=O)N(C)C[C@@H]1Oc2cc(-c3ccccc3C)ccc2S(=O)(=O)N([C@@H](C)CO)C[C@@H]1C | -2.3 | -12.8
CN(C)CC#Cc1cccc(-c2nc(C(=O)O)cc3c2[C@H](CCO)N(S(=O)C(C)(C)C)C3)c1 (stereo partly specified) | 0.7 | 17.9
COc1ccc(CN(C)C[C@@H]2Oc3c(NS(=O)(=O)c4c(C)noc4C)cccc3C(=O)N([C@@H](C)CO)C[C@@H]2C)cc1 | 0.6 | nt
CCC/C=C/C=C/C1CC(O)C(O)C(O)C1CO (stereo unspecified) | 0.1 | nt
C[C@@H]1CN([C@@H](C)CO)C(=O)c2cccc(NC(=O)Nc3ccc(F)cc3)c2O[C@H]1CN(C)Cc1ccccc1 | 1.8 | -22.9

Not all compounds are listed; rates above refer to the full screens.
